High-throughput results from PubChem.
PI4K2A inh: PI4K2A (human) kinase inhibition; 0.13% of 420,000 active; purified PI4K2A, ADP-Glo luminescence, 1 h; active compounds read low; activity change, negative = inhibition, % at 76.9 µM; Q9BTU6; AID 1346378; in the data active means activity change below about -50%; inconclusive means mostly about -30% to -49%;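 further: -100% = wells without enzyme as full effect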
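Compounds are screened against recombinant PI4K2A using PI as substrate and ATP, the latter dispensed at 300 microM. Reactions run one hour at ambient temperature before ADP-Glo detection; full inhibition defined by wells lacking enzyme.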
ALOX12 inh: inhibitors of human 12S-lipoxygenase ALOX12 | AID 1671190 | purified 12hLO, xylenol orange hydroperoxide absorbance | 1.1% of 580,000 active | Potency, µM (top dose mostly 108 µM), for inactives: at the highest dose activity change, negative = inhibition, usual class: inhibitors; further: potency means the concentration at half of the fitted maximal effect; on the % scale 0 is the no-effect control and ±100 the full control effect
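Purified human 12hLO (150 nM final) in 25 mM Hepes, 0.01% Triton X-100, pH 7.0 was preincubated 15 min at room temperature with compound. Then 40 uM arachidonic acid was added, 30 min. Hydroperoxide was read by Fe-XO absorbance ratio 573/405 nm.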
ERG Ets-DNA blk: ERG Ets/DNA interaction inhibition | P11308 | 0.028% of 370,000 active | fluorescence polarization, His-ERG Ets domain / labelled DNA | Potency, µM (titrated, usually from 76.9 µM), without a hit: at the highest dose FP activity, negative = inhibition, most hits filed as inhibitors; active means well fitted inhibition curve with a large enough effect in the polarisation, with a control signal flat; inconclusive means small, poorly fitted or top-dose-only effect, or effect the other way, or a change in a side signal; inactive means no such curve, though single readings can be large or run the other way; the % refers to the polarisation;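 further: polarization taken with two DNA probes labelled with fluorescein and Texas red; potency means the concentration at half of the fitted maximal effect; % of control where 0% means no effect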
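His-tagged ERG Ets domain (1 uM in the protein solution; 300mM KCl, 50mM Tris-HCl, 1mM EDTA, 1mM DTT, pH 7.5) received compound, then a probe mix of 5 nM fluorescein-DNA and 100nM Texas-615-DNA. Fluorescence polarization was read for both dyes.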
JMJD2A Tudor: inhibitors of human JMJD2A Tudor domain. O75164. AlphaScreen JMJD2A-Tudor / H3K4me3 peptide binding. Potency, µM (highest dose often 114 µM), inactives show at the highest dose activity change, negative = inhibition, most hits filed as inhibitors. 4.4% of 390,000 active; further: potency means the concentration at half of the fitted maximal effect; on the % scale 0 is the no-effect control and ±100 the full control effect; nearly all actives have a fitted effect of over 50% in size
HP1b chromo inh: HP1-beta chromodomain-methylated histone interaction inhibition | 0.56% of 390,000 active | Potency, µM (titrated, usually from 114 µM), inactives show top-dose activity change, negative = inhibition, actives largely listed as inhibitors | P83916 | AlphaScreen HP1-beta / biotin-H3K9me3 peptide binding; further: potency means the concentration at half of the fitted maximal effect; nearly all actives have a fitted effect of over 70% in size; inactives centre near 23
Target sequence (P83916 whole entry, looked up): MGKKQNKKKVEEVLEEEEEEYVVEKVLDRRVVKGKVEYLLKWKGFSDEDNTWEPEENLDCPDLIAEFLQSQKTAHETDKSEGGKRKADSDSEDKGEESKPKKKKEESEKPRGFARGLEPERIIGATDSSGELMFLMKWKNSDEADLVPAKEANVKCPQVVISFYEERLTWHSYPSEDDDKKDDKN
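Compound inhibition of the preformed complex between 50 nM HP1-beta and 50 nM biotinylated H3K9me3 peptide was read by AlphaScreen. Buffer was PBS pH 7.4 with 0.01% Tween-20. Incubations ran 30 min at room temperature, with 10 ug/mL donor/acceptor beads.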
G9a inh: G9a (human) methyltransferase inhibition | Q96KQ7 | G9a H3K9 monomethylation, AlphaScreen, 2 h | Potency, µM (highest dose often 102 µM), inactives show at the top dose activity, negative = inhibition, usual class: inhibitors | 8.8% of 350,000 active; further: potency means the concentration at half of the fitted maximal effect; on the % scale 0 is the no-effect control and ±100 the full control effect; nearly all actives have a fitted effect of over 75% in size
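Signal arises when biotinylated H3K9 peptide, once monomethylated, bridges streptavidin donor and antibody-captured acceptor beads. Enzyme at 20 nM was preincubated 15 min with test compounds; peptide 500 nM and SAM 20 uM then reacted for 2 h.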
BAZ2B inh: blocks human BAZ2B; Q9UIF8; Potency, µM (titrated, usually from 114 µM), inactives show at the highest dose activity change, negative = inhibition, actives largely listed as inhibitors; AlphaScreen BAZ2B-H3K14Ac peptide displacement; 4.4% of 360,000 active; AID 504333; further: potency means the concentration at half of the fitted maximal effect; on the % scale 0 is the no-effect control and ±100 the full control effect; nearly all actives have a fitted effect of over 60% in size
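Multi-concentration screen (max 110 uM) measuring displacement of acetylated histone H3 peptide from BAZ2B by AlphaScreen, using 50 nM protein, 50 nM peptide and 10 ug/mL streptavidin donor plus Ni-chelate acceptor beads.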
RGS4 inh: blocks human RGS4-accelerated GTP hydrolysis | P49798 | Transcreener GDP fluorescence polarization, RGS4-accelerated GTP hydrolysis | Potency, µM (top dose mostly 114 µM), for the others: top-dose activity change, negative = inhibition, usual class: inhibitors | 0.039% of 390,000 active | AID 504845; further: potency means the concentration at half of the fitted maximal effect; on the % scale 0 is the no-effect control and ±100 the full control effect; nearly all actives have a fitted effect of over 75% in size; some results filed as inactive show a strong effect at the top dose
Target sequence (P49798 whole entry, looked up): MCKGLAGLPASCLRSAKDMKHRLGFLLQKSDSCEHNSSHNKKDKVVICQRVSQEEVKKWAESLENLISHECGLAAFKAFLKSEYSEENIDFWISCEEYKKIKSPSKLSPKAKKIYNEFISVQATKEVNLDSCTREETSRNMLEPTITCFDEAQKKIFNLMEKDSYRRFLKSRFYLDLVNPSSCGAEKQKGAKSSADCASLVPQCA
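MLSMR compounds (23 nl, pin-transferred) preincubated 10 min at room temperature with a 500nM (2x) first reagent, then RGS4 at 900nM (2x) plus Transcreener GDP mix added; fluorescence polarization (620/688 nm) read before and after 90 min at 30 °C.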
GLS inh: blocks human kidney-isoform glutaminase activity; Potency, µM (series often up to 45.5 µM), for the others: at the top dose activity change, negative = inhibition, hits mostly inhibitors; 0.21% of 410,000 active; O94925; GLS enzymatic activity, qHTS titration; AID 624170; further: potency means the concentration at half of the fitted maximal effect; on the % scale 0 is the no-effect control and ±100 the full control effect
Target sequence (O94925 whole entry, looked up, canonical isoform): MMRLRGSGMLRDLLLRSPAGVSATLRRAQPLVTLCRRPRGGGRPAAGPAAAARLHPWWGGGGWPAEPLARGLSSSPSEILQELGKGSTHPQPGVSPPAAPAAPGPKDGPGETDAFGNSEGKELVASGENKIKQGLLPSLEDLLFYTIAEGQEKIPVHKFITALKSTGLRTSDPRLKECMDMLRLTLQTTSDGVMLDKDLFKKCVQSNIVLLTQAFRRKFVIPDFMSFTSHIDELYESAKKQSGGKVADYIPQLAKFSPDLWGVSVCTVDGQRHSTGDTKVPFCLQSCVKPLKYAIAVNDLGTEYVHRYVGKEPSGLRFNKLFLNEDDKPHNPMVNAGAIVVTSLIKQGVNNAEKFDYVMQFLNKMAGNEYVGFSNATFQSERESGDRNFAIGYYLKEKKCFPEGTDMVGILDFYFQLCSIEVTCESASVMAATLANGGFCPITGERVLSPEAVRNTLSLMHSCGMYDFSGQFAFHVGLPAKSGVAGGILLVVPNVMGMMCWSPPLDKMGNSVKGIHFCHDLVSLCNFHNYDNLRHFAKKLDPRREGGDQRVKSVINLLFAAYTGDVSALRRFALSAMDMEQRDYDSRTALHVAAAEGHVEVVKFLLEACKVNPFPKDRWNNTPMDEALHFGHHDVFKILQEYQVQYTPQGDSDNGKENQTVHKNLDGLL
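hKGA in 45 mM KH2PO4 pH 8.2, 0.02% Tween-20 with pin-transferred compounds; 1 mM L-glutamine (stock) plus glutamate oxidase/HRP/Amplex Red coupling added. Fluorescence read initially and after 30 min at RT.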
Active calls of the source: *; ? = inconclusive; · = no result given; [ ] = dose if it differs, or a comment. Unless noted, the call rests on the fitted dose curve; in most records, active means well fitted curve in the direction sought with a large enough effect; inconclusive means small, poorly fitted or top-dose-only effect, or another doubt; inactive means no such curve, though single readings can be large; an effect the other way counts as inactive or inconclusive. Not all compounds are listed, so the mix of outcomes need not match the whole.

PI4K2A inh	ALOX12 inh	ERG Ets-DNA blk	JMJD2A Tudor	HP1b chromo inh	G9a inh	BAZ2B inh	RGS4 inh	GLS inh	molecule
9	-22%	20%	-4%	37%	·	?	-7%	16%	O=C(O)c1ccccc1-c1ccccc1C(=O)NNc1ccc([N+](=O)[O-])cc1
-6	-1%	3%	?	30%	8%	?	5%	2%	Cc1nnc(NC(=O)c2ccc(S(=O)(=O)N3CC(C)CC(C)C3)cc2)o1 (stereo not drawn)
1	-7%	4%	-8%	34%	-2%[59 µM]	0%	0%	4%	COC(=O)c1cc(NC(=O)CN(c2ccccc2)S(=O)(=O)N(C)C)ccc1Cl
2	8%	6%	-13%	22%	19%	-1%	17%	8%	COc1cc(NS(=O)(=O)c2csc(C(N)=O)c2)cc(OC)c1
0	-8%	6%	-14%	35%	-18%	?	-43%	3%	CCCCC(C(=O)O)C(C)CC(=O)Nc1cccc(C(=O)O)c1 (stereo not drawn)
0	-23%	11%	-10%	26%	-9%[59 µM]	7%	-26%	2%	COc1ccc(NC(=O)c2ccc(S(=O)(=O)N3CCOCC3)cc2)c(OC)c1
-6	-5%	3%	-5%	39%	?	-2%	-8%	-22%	Cc1c(NC(=O)/C(C#N)=C/C2CC=CCC2)c(=O)n(-c2ccccc2)n1C (stereo not drawn)
0	-14%	9%	-15%	11%	9%[59 µM]	0%	-6%	6%	Cc1ccc(CNC(=O)C2CCC(CNS(=O)(=O)c3ccc4c(c3)CCCC(=O)N4)CC2)cc1 (stereo not drawn)
2	7%	5%	-6%	36%	·	23%	-20%	1%	CC1CC(=O)N(c2ccc(C(C)C)cc2)C(=O)C1
0	28%	8%	-11%	-6%	·	·	0%	-15%	O=C(c1cccnc1)N(Cc1ccccc1)C(=O)c1cccnc1
3	-3%	-8%	-27%	24%	-22%	0%	-13%	-3%	CCCCCOc1ccc(C(=O)N(Cc2ccco2)C2CCS(=O)(=O)C2)cc1 (stereo not drawn)
1	88%[activator]	7%	-22%	54%[activator]	-8%[59 µM]	-14%	-4%	-9%	COc1c(/C=N/NC(=O)[C@H]2C[C@@H]2c2ccccc2)c(CCN(C)C(C)=O)cc2c1OCO2

Some of these compounds in order of heavy-atom count, highest first.
PI4K2A inh	ALOX12 inh	ERG Ets-DNA blk	JMJD2A Tudor	HP1b chromo inh	G9a inh	BAZ2B inh	RGS4 inh	GLS inh	molecule
3	-3%	-8%	-27%	24%	-22%	0%	-13%	-3%	CCCCCOc1ccc(C(=O)N(Cc2ccco2)C2CCS(=O)(=O)C2)cc1 (stereo not drawn)
-6	-1%	3%	?	30%	8%	?	5%	2%	Cc1nnc(NC(=O)c2ccc(S(=O)(=O)N3CC(C)CC(C)C3)cc2)o1 (stereo not drawn)
2	8%	6%	-13%	22%	19%	-1%	17%	8%	COc1cc(NS(=O)(=O)c2csc(C(N)=O)c2)cc(OC)c1

The results go on:
PI4K2A inh	ALOX12 inh	ERG Ets-DNA blk	JMJD2A Tudor	HP1b chromo inh	G9a inh	BAZ2B inh	RGS4 inh	GLS inh	molecule
0	-53%	-7%	-12%	19%	40µM*	-8%	18%	15%	O=S(=O)(Nc1ccc2c(c1)OCCO2)c1c(F)cccc1F
6	-2%	12%	-5%	23%	22%[59 µM]	3%	-3%	19%	O=C(Cn1cccc1C(=O)c1ccccc1)NCc1ccco1
-7	103%[activator]	-10%[15.4 µM]	-22%	10%	-28%	?	-25%	3%	O=C(N/N=C/c1cccn1-c1ccc([N+](=O)[O-])cc1)c1cccnc1
-3	0%	-1%	2%	46%[activator]	-6%[59 µM]	7%	3%	1%	COC(=O)c1sccc1-n1cccc1C(=O)C(=O)N1CC(C)OC(C)C1 (stereo not drawn)
7	-12%	1%	-15%	36%	-12%[59 µM]	2%	-22%	-7%	Cn1c(=O)[nH]c(=O)c2c1nc(CN1CCN(c3ccccc3F)CC1)n2CC(N)=O
-1	1%	8%	6%	41%[activator]	9%[59 µM]	29%	-1%	2%	O=C(NCc1ccccc1Cl)c1ccccc1CCc1ccccc1
-1	-4%	5%	-12%	22%	-2%[59 µM]	-3%	6%	3%	O=C(Nc1ccc(C(F)(F)F)cc1)N1CCC(N2CCCCC2)CC1
0	1%	-20%	-8%	26%	12%[59 µM]	1%	-15%	0%	COc1ccc(S(=O)CC(=O)Nc2ccc(Cl)cc2Cl)cc1 (stereo not drawn)
2	-3%	-8%	4%	38%	·	·	-15%	17%	O=C1C=C(c2cccc(O)c2)CCC1
-11	0%	13%	-1%	39%[activator]	2%[59 µM]	7%	10%	12%	CC(C)(C)c1ccc(C(=O)N2CCCCCC2=O)cc1
-6	0%	8%	-17%	34%	-5%[0.501 µM]	13%	-13%	-5%	CC(C(=O)Nc1ccccc1)C(=O)Nc1ccccc1
0	?	-2%	-9%	32%	19%[12.7 µM]	9%	4%	0%	Cc1ccc(NC(=O)Cc2ccc(Cl)cc2)cc1S(=O)(=O)N1CCCCCC1

PI4K2A inh	ALOX12 inh	ERG Ets-DNA blk	JMJD2A Tudor	HP1b chromo inh	G9a inh	BAZ2B inh	RGS4 inh	GLS inh	molecule
1	-8%	27%	-19%	14%	·	·	-7%	0%	C=C1CC[C@@H]2[C@](C)(CO)[C@H](O)CC[C@@]2(C)[C@@H]1C/C=C1/C(=O)OCC1O (stereo partly drawn)
2	8%	0%	-3%	124%[activator]	18%	13%	7%	0%	CCC(C)[C@H]1COCCS(=O)(=O)N1Cc1ccc(C)cc1 (stereo partly drawn)
-2	-10%	7%	-15%	9%	-41%	·	-10%	-1%	O=C(O)CC(NC(=O)COc1ccccc1)c1cccc([N+](=O)[O-])c1 (stereo not drawn)
0	-8%	4%	-8%	3%	22%	2%	-16%	-10%	COCCNC(=O)/C(C#N)=C/c1c(F)cccc1Cl
-8	0%	-8%	-24%	-2%	?	-5%	-6%	9%	COCCN(C(=O)COC(=O)c1ccc(Cl)s1)c1c(N)n(Cc2ccccc2)c(=O)[nH]c1=O
-3	?	-1%	-26%	15%	-24%[59 µM]	-10%	18%	15%	CSc1ncc(Cl)c(C(=O)N(Cc2ccc(C(C)C)cc2)C2CCS(=O)(=O)C2)n1 (stereo not drawn)
-10	-6%	3%	-23%	41%[activator]	14µM*	4%	-24%	-15%	CC(C)C(=O)Nc1sc2c(c1-c1nc3ccccc3[nH]1)CCCC2
2	6%	3%	?	-14%	?	50µM*	-13%	-8%	CCOC(=O)c1[nH]c(C)c(C(=O)N2CCN(c3cccc(Cl)c3)CC2)c1C
8	5%	-3%	-22%	50%[activator]	-6%	-3%	-27%	-1%	Cc1cc(C)nc(N2CCCC(C(=O)NC3CCCC3)C2)n1 (stereo not drawn)
5	?	12%	-33%	-5%	-49%	-32%	29%	87%[activator]	CCOc1ccc2oc(C(=O)N3CCN(c4ccccc4OCC)CC3)c(C)c2c1
-9	-27%	2%	-1%	25%	0%[59 µM]	7%	26%	?	Cc1ccc2ncc(C(=O)NCc3ccccc3Cl)c(=O)n2c1
4	?	-7%	-33%	-4%	?	?	3%	5%	Cc1ccc(C(=O)CSc2n[nH]c(-c3ccco3)n2)cc1C

PI4K2A inh	ALOX12 inh	ERG Ets-DNA blk	JMJD2A Tudor	HP1b chromo inh	G9a inh	BAZ2B inh	RGS4 inh	GLS inh	molecule
1	?	-6%	-3%	23%	·	-16%	-17%	-1%	COc1ccc(C(=O)NCCc2ccccc2F)cc1OC1CCN(C(C)=O)CC1
0	?	-2%	-4%	71%[activator]	·	·	-14%	0%	COC(=O)[C@H](Cc1ccccc1)N1C/C=C\COc2c(Cl)cc(Cl)cc2S1(=O)=O
4	21%	?	-4%	31%	-5%[12.7 µM]	-7%	-14%	-3%	COc1ccc(NC(=O)C2=NN(c3ccccc3)C(=O)CC2)cn1
6	0%	8%	-24%	13%	82%[activator][59 µM]	-1%[57.1 µM]	-2%	2%	COC(=O)c1ccc2c(=O)n(CCN3CCOCC3)c(SCC(=O)C(C)(C)C)nc2c1
-2	-50%	-2%	5%	45%[activator]	·	·	-9%	1%	O=C(OCC(=O)N1CCN(C(=O)c2ccco2)CC1)c1ccc(Cl)nc1
-1	?	2%	-1%	34%	0%	1%	-2%	4%	CCCCNC(=O)c1ccccc1Cl
-3	19%	6%	-13%	9%	31%[activator]	-28%	-3%	3%	Cc1ccccc1NC(=O)c1cccc(NC(=O)c2ccco2)c1
-3	358%[activator]	5%	4%	23%	·	5%	-7%	-11%	COC(=O)c1c(-c2c(Cl)cccc2Cl)noc1C(=O)NN
-1	1%	-6%	-18%	19%	-8%	4%	-13%	1%	CCN(c1ccccc1)S(=O)(=O)c1ccc(C(=O)Nc2ccncc2)cc1
-4	-8%	2%	-13%[11.4 µM]	-12%	?	-32%	-39%	-4%	CCCCNC(=O)c1nn2cc(Br)cnc2c1Br
-3	10%	-2%	-9%	22%	·	·	1%	0%	COc1ccc(CCNC(=O)COc2cc(C)cc3oc(=O)c(C)c(C)c23)cc1OC
0	-8%	9%	8%	39%[activator]	10%	15%	13%	-14%	COc1ccc(C2Nc3ccccc3C(=O)N2NS(=O)(=O)c2ccc(C)cc2)cc1OC (stereo not drawn)
-1	-5%	-6%	-6%	19%	-38%	-4%	-28%	-9%	CN(C)S(=O)(=O)c1ccc(C(=O)NCC2(N3CCCCC3)CCCCC2)cc1
